Screens from PubChem.
IEC-6 tox: IEC-6 cytotoxicity, counter-screen for KLF5 inhibitors; luminescence viability; inhibition, % at 5 µM; 290,000 tested, 0.78% active; AID 1825; in the data active = inhibition above about 22%;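 note: 0% = plate median of test compound wells and 100% = cytotoxic reference compound wells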
HIF activator: HIF pathway transcriptional activation; 300,000 tested, 0.32% active; U2OS HRE-luciferase reporter, luminescence; normalized: DMSO 0%, desferrioxamine 100%; activation, % at 7.5 µM (by protocol); AID 1910;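 active = mean activation of at least 10% of the iron chelator positive control signal, with at least half of replicates also reaching 10%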
GSK3 alpha inh: human GSK-3 alpha kinase inhibition; ADP-Glo luminescence, 60 min; AID 2650; P49840; inhibition, % at 10 µM; 320,000 tested, 0.1% active;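 in the data active = inhibition above about 50%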;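 note: GST-tagged GSK-3 alpha with peptide substrate and 25 µM ATP; 0% = DMSO neutral wells and 100% = GW8510 positive control wells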
Target sequence (P49840 whole entry, looked up): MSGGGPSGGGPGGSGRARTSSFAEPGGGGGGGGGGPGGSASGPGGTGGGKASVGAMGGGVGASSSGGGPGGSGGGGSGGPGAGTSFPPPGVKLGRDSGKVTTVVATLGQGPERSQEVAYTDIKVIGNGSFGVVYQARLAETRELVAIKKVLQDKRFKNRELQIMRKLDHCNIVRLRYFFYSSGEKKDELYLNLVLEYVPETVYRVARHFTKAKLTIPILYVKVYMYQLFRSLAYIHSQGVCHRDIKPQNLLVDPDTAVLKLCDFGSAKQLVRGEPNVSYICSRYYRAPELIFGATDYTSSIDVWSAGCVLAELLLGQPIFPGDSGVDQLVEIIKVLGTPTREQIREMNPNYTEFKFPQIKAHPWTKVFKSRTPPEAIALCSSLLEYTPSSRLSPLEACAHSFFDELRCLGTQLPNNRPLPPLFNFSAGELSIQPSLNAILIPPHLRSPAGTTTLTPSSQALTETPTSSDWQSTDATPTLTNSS
GSK3B inh: blocks human GSK3beta kinase activity. 300,000 tested, 0.038% active. P49841. GST-GSK3beta kinase, ADP-Glo luminescence, 60 min; hits give low values. activity score (negative = inhibition), % at 10 µM;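 active = more than half of replicate wells score below -50%, meaning over 50% inhibition versus plate controls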;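 note: 0% = median DMSO wells and -100% = median GW8510 positive control wells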
Target sequence (P49841 whole entry, looked up): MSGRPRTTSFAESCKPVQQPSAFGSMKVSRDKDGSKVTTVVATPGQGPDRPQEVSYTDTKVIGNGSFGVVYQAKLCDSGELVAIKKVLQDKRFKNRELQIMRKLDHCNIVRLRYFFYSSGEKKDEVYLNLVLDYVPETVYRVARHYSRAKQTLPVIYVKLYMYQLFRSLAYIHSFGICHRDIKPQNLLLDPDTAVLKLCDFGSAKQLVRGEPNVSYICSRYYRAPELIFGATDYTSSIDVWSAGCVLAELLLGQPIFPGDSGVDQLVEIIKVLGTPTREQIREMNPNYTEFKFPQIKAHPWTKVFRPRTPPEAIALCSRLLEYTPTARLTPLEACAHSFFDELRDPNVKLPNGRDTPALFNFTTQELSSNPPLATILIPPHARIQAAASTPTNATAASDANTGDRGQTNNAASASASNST
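Test system: GST-fused GSK3beta enzyme, cell-free | Quantity: 1.6 ng GST-GSK3beta enzyme per well | Reagent: 25 µM ATP with peptide substrate | Schedule: 60 min enzyme reaction, room temperature | Signal: Luminescent ADP-Glo measurement of ADP formed | Read-out basis: Score relative to plate controls | Control set: DMSO and 20 µM GW8510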
AI-2 QS mod: Vibrio harveyi AI-2 quorum sensing modulation. activity change, % at 7.5 µM. AID 2094. Vibrio harveyi JMH597 AI-2 luminescence/OD600 ratio, 9 h; hits give low values; strain lacks LuxN and CqsS sensors; 0 = neutral-control median. 300,000 tested, 0.4% active; in the data active = activity change below about -75%, passing the limit was not always enough;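 note: luminescence divided by OD600 gain over 9 h not by final OD600 alone; inactives centre near 13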
aSyn UTR inh: MLPCN primary screen, SNCA 5' untranslated region; alpha-synuclein 5'UTR reporter, inhibitor activity; inhibition, % (tested at 7.5 µM); 300,000 tested, 0.82% active; AID 1813; in the data active = inhibition above about 60%;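 note: H4 neuroglioblastoma cells stably carrying SNCA 5'UTR luciferase fusion; 0% = DMSO wells and 100% = positive control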
HSF1 inh: HSF1 inhibition. NIH3T3-HGL HSE-luciferase, MG132-induced, luminescence 8 h; hits give low values. activity change, negative = inhibition, % at 7.5 µM (by protocol). 300,000 tested, 0.77% active. AID 2098;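 active = more than half of replicate wells show activity change below -50%, luminescence cut by over half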;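 note: luciferase reports HSF-1 transcriptional activity via heat shock element; 0% = median of DMSO wells and -100% = zero luminescence signal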
HSP90 refold inh: blocks HSP90-mediated luciferase refolding in reticulocyte lysate; Rabbit reticulocyte lysate, luciferase refolding luminescence, 3 h; inhibition, % at 5.6 µM; 290,000 tested, 0.91% active;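 active = inhibition above the screen-wide mean plus 3 SD, computed separately per campaign, cut at about 16% in these data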;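 note: 0% = DMSO wells and 100% = 60 µM geldanamycin wells; inhibitors lower the luminescence because luciferase stays unfolded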
HSF-1 act: increases HSF-1 driven luciferase reporter signal. activation, % at 9 µM. AID 504408. NIH3T3-HGL HSF-1 luciferase reporter, MG132, 8 h; 100% = twice DMSO control signal. 300,000 tested, 1.7% active;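 active = mean replicate activation of at least 50% with a set share of replicates each reaching 50%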;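 note: 0% = median of the neutral control wells and 100% = twice that signal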
KLF5 inhibitor: suppresses KLF5 promoter-driven expression; DLD-1 KLF5 promoter-luciferase reporter, luminescence; inhibition, % at 5 µM; 290,000 tested, 0.23% active;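 active = inhibition above a per-plate limit of that plate's mean compound inhibition plus 3 SD, cut at about 60% in these data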;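 note: 0% = DMSO wells and 100% = LY294002 at 200 µM; higher means less KLF5 promoter-driven luciferase light; inactives centre near -14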
* hit, by the source's call; nt = no result given.

SMILES | IEC-6 tox | HIF activator | GSK3 alpha inh | GSK3B inh | AI-2 QS mod | aSyn UTR inh | HSF1 inh | HSP90 refold inh | HSF-1 act | KLF5 inhibitor
CCOc1ccc(-n2c(SCC(=O)Nc3ccc(OC)cc3OC)nc3c(c2=O)SCC3)cc1 | -5 | nt | 0 | nt | nt | nt | nt | 0 | nt | -3
O=C(COc1ccc(Cl)cc1)NCc1nnc(SCC(=O)Nc2ccc3c(c2)OCCO3)o1 | -1 | -1.1 | -1 | -2 | 28 | 12 | 13 | 0 | -11 | 13
Cc1cc(C(=O)NCc2ccc(C(=O)O)o2)c(C)o1 | -2 | -0.4 | -2 | -5 | -4 | -41 | -10 | 0 | -3 | -26
Fc1ccc(Nc2ccc(-c3ccc(F)cc3)nn2)cc1 | -1 | 3.6 | -2 | 3 | 10 | -161 | 10 | -1 | 32 | -90
CCOC(=O)N1CCN(C(=O)Cc2ccccc2[N+](=O)[O-])CC1 | 10 | -0.1 | -1 | -2 | 12 | 19 | 0 | 2 | -4 | -15
O=C(Nc1ccccc1N1CCOCC1)c1ccc2c(c1)C(=O)N(Cc1ccncc1)C2=O | -5 | 0.1 | -4 | 7 | 1 | -3 | -6 | 1 | -18 | -10
Cc1cc(C)n2ncc(C(=O)O)c2n1 | 0 | -0.1 | -1 | 5 | 19 | 6 | -6 | 1 | -1 | -28
Cc1cc(C)c2[nH]c(=S)cc(C)c2c1 | 1 | -0.7 | -4 | 0 | 26 | 5 | -3 | -4 | 5 | 1
Cc1occc1-c1nnc(SCC(=O)c2c(N)n(Cc3ccccc3)c(=O)n(C)c2=O)n1C | -2 | 0.1 | -3 | 4 | 22 | 10 | -2 | 0 | 8 | -21
COC(=O)c1[nH]c2ccc(F)cc2c1NC(=O)CCN1CC(C)OC(C)C1 (stereo unspecified) | 3 | -0.3 | 0 | 1 | -4 | -9 | 2 | 2 | -3 | -17
O=C(NCc1ccc2c(c1)OCO2)c1c(O)c2cccc3c2n(c1=O)CCC3 | -2 | 0.1 | -6 | 2 | 20 | 8 | 2 | 2 | 3 | 1
Cc1ccc(C(=O)NCC(=O)Nc2cccc(C(F)(F)F)c2)cc1 | 4 | nt | nt | -1 | 30 | 19 | nt | 4 | nt | -4
COc1ccccc1CNC(=O)c1[nH]c(C)c(C(C)=O)c1C | -5 | -9.8 | 0 | 0 | 21 | -19 | -1 | -1 | 14 | 17
CSc1nc2ccc(NC(=O)C3CCCO3)cc2s1 (stereo unspecified) | -1 | 3.3 | 1 | 2 | 32 | -125 | 24 | 7 | 37 | -114
C=CCOc1cc(OC)c(OC)c(OC)c1 | -2 | -1.1 | -3 | 1 | 37 | 5 | 0 | 1 | 3 | -7
O=C(CCl)N(Cc1cccc([N+](=O)[O-])c1)c1cccc(Cl)c1 | 5 | 0.2 | nt | 1 | 15 | 7 | 1 | 1 | -7 | -11
CC(C)N1CCc2c(sc(NC(=O)c3nc4ccccc4s3)c2C(N)=O)C1 | 9 | 0.9 | -1 | -2 | 24 | -58 | -3 | 6 | -5 | -3
COCc1cc(C)nc(N2CCCCC2)c1C#N | -5 | -0.1 | -1 | 2 | 13 | 35 | -7 | -7 | -8 | -34
N#Cc1c(NC(=S)NC(=O)c2ccccc2)sc2c1CCC2 | 1 | 3.6 | 18 | 2 | 11 | -126 | 12 | 1 | 38 | -17
CCN(CC)S(=O)(=O)c1ccc(N2CCOCC2)c(NC(=O)c2cc(-c3ccccn3)nc3ccccc23)c1 | -1 | -1.7 | nt | -2 | 2 | 88* | -35 | 0 | -46 | 10
COc1cccc(N2CCN(c3nc(C)cc(=O)[nH]3)CC2)c1 | 0 | 0.4 | -2 | 2 | 12 | 18 | 6 | -2 | 6 | -20
COC(=O)c1sc(=S)sc1C(=O)OC | 0 | 0.0 | 0 | 1 | 4 | -38 | -3 | 1 | 2 | -10
Cc1cccc(C)c1NS(=O)(=O)c1ccc(F)cc1 | -4 | -1.0 | 0 | 1 | 7 | 13 | 2 | 1 | 29 | -1
O=C(CCCOc1ccc(Cl)cc1Cl)NCCCO | 5 | 1.3 | 1 | 0 | 20 | -7 | 15 | 11 | 4 | -10
Cc1cc(C)cc(NC(=S)N2CCN(CCO)CC2)c1 | -4 | -0.3 | 2 | -4 | 10 | 15 | -1 | 4 | -9 | -12
S=c1[nH]nc(CCc2nc3ccccc3[nH]2)n1-c1cccc(Cl)c1 | 3 | 0.3 | 1 | 0 | 18 | -8 | -1 | 6 | 10 | -55
CCN1C(=O)CS/C1=C(\C#N)S(=O)(=O)c1ccccc1 | -1 | 0.4 | -2 | 7 | 8 | -22 | -3 | 3 | -11 | -31
CC(=O)Nc1cccc(NC(=O)CSc2nc(=O)n(CCN3CCOCC3)c3c2CCCC3)c1 | nt | -0.2 | 2 | -22 | 2 | 1 | -2 | nt | 5 | nt
N=c1c2cn[nH]c2nc(SCC(=O)c2ccc(Br)cc2)n1-c1ccc(Br)cc1 | 0 | -0.6 | -1 | nt | nt | 22 | -5 | -5 | 1 | -6
CC(=O)Nc1ccc(NC(=S)NC(=O)/C=C/c2ccco2)cc1 | -2 | -0.6 | 0 | 1 | 10 | -22 | -19 | 2 | -4 | -36
CN(C)/C=N/NC(=O)c1ccccc1 | 0 | -0.3 | -6 | -2 | 17 | 5 | -1 | 1 | -14 | -17
CCOc1cc(/C=C2/NC(=O)NC2=O)cc(Br)c1OCc1ccc(C(=O)O)cc1 | -3 | -0.5 | 6 | 1 | 24 | 1 | 1 | 1 | -9 | -17
CCCN1CCN(CC(=O)Nc2cc(OCC)ccc2OCC)CC1 | -3 | -1.7 | 0 | -1 | 17 | -14 | -9 | -2 | -13 | 2
CSCC[C@H](NC(=O)OC(C)(C)C)c1nnc(SCc2ccccc2)o1 | 2 | -0.2 | 0 | -2 | -3 | 11 | 7 | 2 | 31 | 12
COc1ccccc1C(=O)COC(=O)CNS(=O)(=O)c1ccc(C)c(C)c1 | nt | -1.9 | -5 | 3 | 27 | 0 | 1 | nt | 4 | nt
Cc1cccc(CSCc2ccc(C(=O)NC3CCCC3)o2)c1 | -5 | 0.3 | -2 | 2 | -12 | 6 | 4 | 4 | 1 | -38
CS(=O)(=O)c1ccc2nc(NC(=O)CS(=O)(=O)Cc3ccccc3)sc2c1 | -2 | -0.3 | 0 | 4 | -58 | 8 | -1 | -4 | 5 | -4
CC/S(CC1CC1(Cl)Cl)=N\S(=O)(=O)c1ccc(C)cc1 (stereo unspecified) | -1 | -0.1 | 0 | 3 | 5 | -14 | -1 | 5 | 2 | -13
CCOc1cc(C(C(=O)NCC2CCCO2)N(C(=O)Cn2nnc3ccccc32)c2ccccc2C)ccc1O (stereo unspecified) | 1 | -0.3 | 0 | 1 | 18 | 13 | 6 | -2 | 8 | -13
CCc1nc2cc(C)nn2c2nc3ccccc3n12 | 1 | -0.2 | 10 | 1 | 8 | -28 | -4 | 1 | 2 | -8
O=c1c2c(-c3ccc(Cl)cc3)csc2nc2n1CCC2 | 12 | -0.8 | -4 | -3 | -9 | 46 | 1 | 5 | -3 | 16
COc1nc(C)nc2c1sc(=S)n2C | 1 | 0.0 | 0 | 4 | 12 | 12 | -9 | 0 | 1 | -25
O=C(NCc1ccc(Cl)cc1)C1CCCN1C(=O)Nc1ccccc1 (stereo unspecified) | 0 | -0.2 | 1 | -3 | 12 | 3 | 0 | 0 | 6 | -10
Cc1cccc(-c2nc3ccccc3c3nncn23)c1 | 10 | 0.0 | 5 | 0 | 9 | -5 | 6 | -1 | -4 | -14
CCOc1cc(/C=N\NC(=O)c2ccc(NC(=O)CC)cc2)ccc1OC(=O)c1ccccc1 | 1 | 0.2 | -2 | 2 | 15 | 25 | -22 | -2 | -24 | -34
COc1ccc(-n2c(C)nc3cc(C(=O)N4CCOCC4)ccc32)cc1 | 0 | -0.2 | -2 | 3 | 17 | 1 | -15 | 2 | 1 | -47
O=C(Cc1n[nH]c(=O)c2ccccc12)NCc1ccccc1 | 3 | -0.7 | 0 | -3 | -2 | 19 | -2 | 0 | -2 | -31
CC(On1c(-c2ccccc2)nc2ccc(Cl)cc21)C(=O)O (stereo unspecified) | 3 | 2.0 | 7 | 1 | 5 | -62 | 21 | -1 | 27 | -60
Cc1ccsc1-c1ccnc(-n2cccc2)n1 | -1 | 0.4 | 0 | -1 | 16 | -2 | -12 | -1 | -25 | -6
COc1cccc(CNC(=O)[C@H](CCSC)NC(=O)N2CCn3c2nc2ccccc23)c1 | -3 | 0.4 | -1 | -1 | 13 | 17 | -1 | -5 | 8 | -37
CCOc1cccc2cc(C(C)=O)oc12 | 0 | -0.3 | 0 | 1 | 19 | 9 | -2 | -3 | 17 | -10
CN(C)/N=C1\CCS(=O)(=O)c2sccc21 | -4 | 0.6 | -2 | 1 | 40 | 15 | 4 | 1 | 24 | 8
CN(CCc1cnn(C)c1)Cc1nc(CC2CC2)no1 | -1 | -0.3 | -1 | 3 | 16 | -1 | 3 | -2 | 0 | 13
OCCCCNCc1ccc(OCc2ccc(Cl)cc2)cc1 | 0 | 0.5 | -2 | -2 | 25 | -28 | 10 | -5 | 17 | -47
C=CCC1(Cl)C(=O)C(Cl)=C(N2CCOCC2)C1(OC)OC (stereo unspecified) | -6 | 1.1 | 4 | -2 | 7 | 25 | -4 | 0 | -6 | -20
CC1CCN(C(=O)Oc2ccccc2)CC1 | -5 | -0.1 | -3 | -1 | 15 | -7 | -1 | -2 | 6 | -3
COCCCn1c(=S)[nH]c2ccc(N3CCOCC3)cc2c1=O | nt | 0.9 | -3 | 2 | 41 | -3 | -3 | nt | 9 | nt
O=C(COC(=O)CCSc1ccc(Cl)cc1)NCc1ccccc1Cl | 8 | -0.1 | -1 | 1 | 15 | 4 | -2 | 1 | 30 | -6
Cc1cccc(OCCC(=O)OC(C)C(=O)Nc2ccc(Cl)cn2)c1 (stereo unspecified) | nt | 0.3 | -1 | -4 | 9 | -6 | 0 | nt | -5 | nt
O=c1c2cc(NC(=S)N3CCCCCC3)ccc2nc2n1CCCCC2 | -6 | -0.6 | 1 | 2 | 24 | 17 | -5 | -3 | -13 | -29
Cc1ccc(S(=O)(=O)N(C)c2ccccc2C(=O)Nc2ccc3c(c2)OCCO3)cc1 | -13 | -0.9 | -1 | 1 | 3 | 2 | -1 | 5 | -18 | -4
C=CCNC(=O)/C(=C/c1ccccc1OCC)NC(=O)c1ccccc1 | 2 | 2.5 | -2 | 4 | -1 | 23 | 1 | -6 | 8 | -13
CN(C)c1cc[n+](CC(=O)N2c3ccccc3Sc3ccccc32)cc1 | 3 | nt | -1 | -26 | 8 | nt | nt | -1 | nt | -1

Looked up one by one from the entries so far (two):
SMILES | IEC-6 tox | HIF activator | GSK3 alpha inh | GSK3B inh | AI-2 QS mod | aSyn UTR inh | HSF1 inh | HSP90 refold inh | HSF-1 act | KLF5 inhibitor
COCCCn1c(=S)[nH]c2ccc(N3CCOCC3)cc2c1=O | nt | 0.9 | -3 | 2 | 41 | -3 | -3 | nt | 9 | nt
CC(On1c(-c2ccccc2)nc2ccc(Cl)cc21)C(=O)O (stereo unspecified) | 3 | 2.0 | 7 | 1 | 5 | -62 | 21 | -1 | 27 | -60
